Screens deposited in PubChem BioAssay by several laboratories.
Fam108B inh = blocks mouse Fam108B hydrolase in RBBP9 counter-screen. 300,000 compounds, 0.33% hits. inhibition, % at 9.51 µM. recombinant Fam108B, FP-Rh probe fluorescence polarization. AID 1947;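 active means inhibition above the screen mean inhibition plus 3 SD, computed separately per campaign, cut at about 18% in these data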;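 further: inhibitors lower polarization as less probe binds the enzyme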
CIT2 TOR yeast = alters CIT2-GFP fluorescence in TOR pathway yeast screen | GFP response vs DMSO, % at 10 µM | S. cerevisiae CIT2-GFP strain, flow cytometry, 3 h; 100 means same as DMSO wells | 320,000 compounds, 0.065% hits;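 active means GFP response relative to DMSO above a set limit, near the screen mean plus 3 SD, cut at about 150% in these data; inconclusive means Fewer than 70 cells measured for a yeast strain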;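 further: ratio of well median GFP fluorescence to mean of DMSO wells on the plate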
MEX-5 binding = C. elegans MEX-5 TCR-2 RNA binding activity; activity score (negative = inhibition of binding), % at 10 µM; MEX-5/FITC-TCR2 RNA binding, fluorescence polarization; stronger effect = lower value; 300,000 compounds, 0.38% hits;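 active means inhibition past about -25% in most replicates, and total fluorescence under double the plate's negative control median, limit read from the data; inconclusive means replicates evenly split on the limit, or fluorescence at least double controls; inactive means too little inhibition in most replicates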;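 further: 0% = DMSO and -100% = 5 µM competing unlabeled TCR2 RNA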
VLA-4 inh = inhibition in a human VLA-4 binding assay; VLA-4 expressing cells, ligand binding flow cytometry; inhibition, % (about 7 µM as worked out from the volumes in the protocol); 330,000 compounds, 0.2% hits; in the data active means inhibition above about 50%
Target sequence (P13612 whole entry, looked up): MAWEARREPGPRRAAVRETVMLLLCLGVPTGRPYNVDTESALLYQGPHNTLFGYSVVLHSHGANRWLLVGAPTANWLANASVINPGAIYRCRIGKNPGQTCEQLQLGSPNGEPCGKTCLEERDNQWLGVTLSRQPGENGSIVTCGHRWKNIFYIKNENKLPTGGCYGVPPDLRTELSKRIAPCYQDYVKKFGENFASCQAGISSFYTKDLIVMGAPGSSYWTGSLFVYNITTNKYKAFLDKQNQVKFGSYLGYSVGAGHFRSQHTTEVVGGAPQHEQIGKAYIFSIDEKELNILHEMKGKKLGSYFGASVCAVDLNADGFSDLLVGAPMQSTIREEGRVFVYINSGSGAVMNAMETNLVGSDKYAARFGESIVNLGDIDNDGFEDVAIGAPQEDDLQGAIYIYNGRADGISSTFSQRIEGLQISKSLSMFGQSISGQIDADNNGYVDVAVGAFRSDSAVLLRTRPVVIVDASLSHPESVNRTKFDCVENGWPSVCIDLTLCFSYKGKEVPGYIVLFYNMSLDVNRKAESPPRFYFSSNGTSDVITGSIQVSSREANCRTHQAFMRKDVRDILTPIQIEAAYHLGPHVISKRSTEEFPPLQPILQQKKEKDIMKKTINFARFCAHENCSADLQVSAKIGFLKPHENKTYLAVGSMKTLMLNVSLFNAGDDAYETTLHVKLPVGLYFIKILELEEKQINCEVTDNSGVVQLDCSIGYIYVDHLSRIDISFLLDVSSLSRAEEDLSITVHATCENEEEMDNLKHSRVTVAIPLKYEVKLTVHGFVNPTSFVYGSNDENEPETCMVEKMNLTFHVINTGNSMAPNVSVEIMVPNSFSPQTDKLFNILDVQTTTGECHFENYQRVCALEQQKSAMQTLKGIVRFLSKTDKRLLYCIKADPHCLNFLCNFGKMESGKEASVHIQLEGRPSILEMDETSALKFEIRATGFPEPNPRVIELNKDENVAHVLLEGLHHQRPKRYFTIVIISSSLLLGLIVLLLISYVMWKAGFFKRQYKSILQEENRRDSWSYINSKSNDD
GLD-1 TGE inh = GLD-1-TGE RNA interaction inhibition (C. elegans); Q17339; purified GLD-1 + fluorescein TGE RNA, fluorescence polarization; inhibition, % at 5.96 µM; 320,000 compounds, 0.44% hits;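 active means percent inhibition above a per-plate cutoff, the plate mean of test compounds plus 3 SD, cut at about 30% in these data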;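 further: 0% = DMSO wells with GLD-1 and probe and 100% = wells lacking GLD-1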
MCL1 BIM primary = disrupts human MCL1 binding to BIM-BH3 peptide | Q07820 | GST-MCL1 / FITC-Bim-BH3 fluorescence polarization | inhibition, % at 10.9 µM | 320,000 compounds, 0.68% hits;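 active means inhibition above the mean inhibition of all tested compounds plus 3 SD, set per campaign, cut at about 40% in these data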;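 further: 0% = DMSO wells and 100% = unlabeled Bim-BH3 peptide control; higher means more loss of mP so more displacement of Bim peptide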
GRK2 aptamer HTS = blocks RNA aptamer binding to human GRK2; P25098; bead flow cytometry, FAM-aptamer displacement from GRK2; inhibition of aptamer binding, % at 10 µM; 330,000 compounds, 0.59% hits; AID 488847;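 active means inhibition of aptamer binding above 40%, roughly 3 SD of noise, on plates passing a quality check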;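 further: median bead fluorescence of bound FAM aptamer so fluorescent compounds give negative values; no value below 0 was filed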
AGP1 TOR yeast = yeast TOR pathway AGP1-GFP modulation. 320,000 compounds, 0.02% hits. S. cerevisiae AGP1-GFP multiplex flow cytometry, 3 h; GFP as percent of DMSO wells. AID 2066. GFP response vs DMSO, % at 10 µM;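 active means GFP response relative to DMSO above a set limit, near screen average plus 3 SD, cut at about 150% in these data; inconclusive means fewer than 70 cells counted for the yeast strain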;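 further: median GFP channel fluorescence of the gated AGP1 strain per well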
Bcl-xL primary = inhibitors of human Bcl-xL. Q07817. 320,000 compounds, 0.7% hits. GST-Bcl-xL / FITC-Bim BH3 peptide fluorescence polarization. inhibition, % at 10.9 µM;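 active means inhibition above the mean of all tested compounds plus 3 SD, cutoff set per campaign, cut at about 30% in these data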;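 further: 0% = DMSO wells and 100% = unlabeled Bim-BH3 peptide competitor; inhibitors lower millipolarization by displacing the labeled peptide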
Numbers without * were called inactive; u = inconclusive; x = no result given; [ ] = dose if it differs, or a comment.

SMILES	Fam108B inh	CIT2 TOR yeast	MEX-5 binding	VLA-4 inh	GLD-1 TGE inh	MCL1 BIM primary	GRK2 aptamer HTS	AGP1 TOR yeast	Bcl-xL primary
C=CCN(C(=O)c1oc2c(Cl)cc(C)cc2c1C)C1CCS(=O)(=O)C1 (centres undefined)	-1	104	2.0	6	4	-2	0	93	6
O=C(Nc1ccccc1)c1ccc(-c2ccc(Br)cc2)o1	-25	108	-3.2	-1	6	-2	1	109	0
COc1ccc(OC)c(CN2CCN(C(=O)CN3C(=O)NC4(CCCC4)C3=O)CC2)c1	-1	103	0.0	32	0	-1	0	110	2
CC(=O)Nc1ccc(S(=O)(=O)NNC(=O)c2ccc3c(c2)OCO3)cc1	0	85	2.1	-11	4	3	0	88	-3
Cc1cc(Br)ccc1NC(=O)CN1C(=O)C2CC=CCC2C1=O (centres undefined)	x	79	x	2	0	-9	0	87	-16
Cc1cccc(N2C(=O)C(O)=C(C(=O)c3cccs3)C2c2ccc(Cl)cc2)n1 (centres undefined)	2	x	0.4	-1	9	5	0	x	-1
CCOCCCNC(=O)c1ccc(OC)c(OC2CCN(C(C)C)CC2)c1	1	106	-1.4	16	5	7	3	99	5
Nc1c(N(CCO)C(=O)COc2ccc(Cl)cc2)c(=O)[nH]c(=O)n1Cc1ccccc1	3	105	-1.3	9	6	1	5	102	5
OCC[C@H]1C[C@H](O)[C@@H](O)[C@]2(CCCc3ccccc3O2)O1	0	73	x	-6	0	-2	6	78	-1
COc1cccc(/C=C2\Oc3ccc(O)cc3C2=O)c1O	5	102	0.5	-1	-20	-15	0	88	-7
COc1ccccc1CNC(=O)Cn1ccsc1=N	3	92	0.5	-14	2	2	0	99	2
O=C(c1ccccn1)N1CCN(C(=O)c2ccccn2)CC1	-3	99	1.2	11	5	7	0	97	2
O=C(Cn1cc2c(n1)CCCCC2)Nc1c(F)c(F)cc(F)c1F	2	98	-0.5	-15	-2	0	0	106	2
Cc1cccc(CC2CC(=O)N(CCc3ccc4c(c3)OCO4)C2=O)c1 (centres undefined)	-3	95	1.2	10	6	1	1	93	1
CCOC(=O)C1(Cc2cccc(F)c2)CCN(C(=O)C2CCOCC2)CC1	3	87	1.9	2	3	5	5	90	-3
CN(C)[C@@H](CO)c1nnc([C@H](CC(=O)O)NC(=O)C2CCNCC2)o1	0	70	-1.4	6	9	7	5	80	0
Cc1nc(C(=O)Nc2cccc(Cl)c2)nn1-c1cc(OC(C)C)c(Cl)cc1Cl	-9	99	-1.1	-3	-2	11	0	102	6
CN(CC(=O)Nc1ccccc1Cl)C1CCS(=O)(=O)C1 (centres undefined)	x	108	x	11	3	3	0	113	36*
O=C(CSc1nc2nc[nH]c2c(=O)[nH]1)NC1CCCCC1	-4	95	-1.8	4	7	14	0	105	9
Cc1cc(NC(=O)c2ccc(NC(=O)C(C)Oc3ccccc3)cc2)no1 (centres undefined)	-3	110	-0.6	2	-1	-2	0	113	4
CC1=C(C(=O)OCc2ccccc2)C(c2ccc(C)o2)C2=C(CCCC2=O)N1 (centres undefined)	1	94	-0.3	-4	-5	-2	1	97	-3
Cc1ccc(NC(=O)COc2ccc(-n3cnnn3)cc2)cc1C	-3	106	1.0	9	2	5	1	104	2
O=C(c1ccccc1F)N1CCc2ccccc21	5	105	2.7	-10	-2	2	0	105	1
CCOC(=O)C1=C(COC(=O)Cc2ccccc2F)NC(=O)NC1C (centres undefined)	-4	103	0.4	1	8	-1	0	105	2
O=C(O)COCC(=O)NCc1nc(-c2ccc(C(F)(F)F)cc2)no1	-6	102	2.9	6	1	8	0	106	4
Continuation:
SMILES	Fam108B inh	CIT2 TOR yeast	MEX-5 binding	VLA-4 inh	GLD-1 TGE inh	MCL1 BIM primary	GRK2 aptamer HTS	AGP1 TOR yeast	Bcl-xL primary
COc1ccccc1/C=N/NC(=O)C(C)Cn1cnc2ccccc21 (centres undefined)	-4	103	4.4	3	-1	9	0	102	3
Cc1nnc(Nc2ccc(S(N)(=O)=O)cc2)c2ccccc12	1	110	1.1	4	-6	0	0	110	0
Cc1cccc2cc(C(c3nnnn3CC3CCCO3)N3CCc4ccccc4C3)c(=O)[nH]c12 (centres undefined)	-1	107	x	-4	11	18	0	109	17
O=C(NCCc1ccccc1)C1CCC(Cn2c(=O)c3ccccc3n(Cc3cccc(Cl)c3)c2=O)CC1 (centres undefined)	-2	u	-0.4	4	8	0	2	29[may fluoresce violet]	3
COc1ccccc1NC(=O)c1cccc(S(=O)(=O)N2CCN(c3ccccc3)CC2)c1	x	92	x	15	3	6	1	95	-1
CCNc1nc(NCC)n2c(SCC(=O)Nc3ccc(C)c(C)c3)nnc2n1	-1	104	1.3	0	12	5	78*	105	-3
CCN(CC)CCOC(=O)c1c(C)oc2ccc(O)cc12	2	107	-2.2	0	-1	14	0	102	7
CC1CCCC(NC(=O)c2ccc3c(c2)OCCO3)C1C (centres undefined)	x	96	x	5	-1	5	0	107	2
O=C(OCc1ccccc1)C1CCCN1C(=O)c1cccs1 (centres undefined)	3	95	1.1	0	5	2	0	100	9
Cc1ccsc1/C=N/NC(=O)CNC(=O)c1ccc(S(=O)(=O)N(C)C)cc1	2	94	-0.6	2	1	1	0	94	3
CCCNC(=O)c1ccc(C)c(NC(=O)C2=C(C)OCCS2)c1	2	99	0.1	16	0	-4	0	94	-1
C=CCOc1ccc(/C=C/C(=O)OCC(=O)NCCC2=CCCCC2)cc1	-1	113	-0.4	-1	1	-17	0	95	-10
CN(CCNC(=O)C1CC(=O)N(C2CCCC2)C1)Cc1ccccc1 (centres undefined)	-2	98	-0.2	-31	0	1	0	95	7
COc1cccc(N=C2SC(C(=O)Nc3ccccc3F)CC(=O)N2C)c1 (centres undefined)	-3	92	0.0	0	-3	3	0	95	-2
CC(C)C(OC(=O)CN1C(=O)COc2ccccc21)C(=O)NC1CCCC1 (centres undefined)	5	100	0.9	2	5	-5	0	95	-2
Cc1nc2cc(NC(=O)NC3CC3)ccc2n1C	-1	107	x	3	2	-2	2	103	5
CC(=O)Nc1cccc(C(=O)NNC(=O)c2ccc(-n3cnnn3)cc2)c1	x	104	x	-3	7	x	5	109	x
CC(=O)Cn1c2ccccc2n2nc(CCC(=O)O)c(=O)nc12	0	95	2.7	6	-5	-8	1	106	-1
CCn1ccc(C(=O)Nc2ccc(Cl)cn2)n1	1	98	-0.4	9	-1	-5	0	94	-5
CC1Cc2ccccc2N1C(=O)c1cnc2sccn2c1=O (centres undefined)	-2	109	-1.6	-9	1	-2	6	92	-1
CNC(=O)CSc1nnc(-c2ccco2)n1-c1cccc(OC)c1	3	100	0.5	16	2	-3	1	100	6
O=C(COc1ccc(S(=O)(=O)N2CCOCC2)cc1)Nc1ccc(Cl)c(C(F)(F)F)c1	-3	111	0.1	18	14	3	4	99	3
CN(C)/C=N/c1[nH]ncc1C#N	-2	92	1.5	4	0	-1	2	96	3
CCN(CC)C(=O)C1CC(=O)OC1(C)C (centres undefined)	-5	98	-1.0	7	3	-2	0	104	4
Cc1c(NC(=O)C2CC(c3cccc(Br)c3)=NO2)c(=O)n(-c2ccccc2)n1C (centres undefined)	1	112	-0.3	15	10	3	0	114	5
(listing goes on)
SMILES	Fam108B inh	CIT2 TOR yeast	MEX-5 binding	VLA-4 inh	GLD-1 TGE inh	MCL1 BIM primary	GRK2 aptamer HTS	AGP1 TOR yeast	Bcl-xL primary
N=C1/C(=C\c2ccc(OC(=O)c3ccc(F)cc3)cc2)C(=O)N=C2SC(N3CCCC3)=NN12	0	104	-1.6	-21	0	0	1	104	-4
Cc1ccc(Nc2nc(C)c3c(n2)CC(C)CC3=O)c(C)c1 (centres undefined)	0	100	-2.0	13	-3	8	3	107	8
C=CCNc1sc(C(=O)c2ccccc2)c(N)c1C#N	-6	95	-0.1	3	-3	0	2	98	4
COC/C=C/C1=CC2=CC(=O)C(C)(OC(=O)c3cnc4ccccc4n3)C(=O)C2=CN1C1CC1 (centres undefined)	3	86	-1.7	-9	7	21	2	85	15
O=C(NC1CCCC1)C(c1cccs1)N(Cc1ccco1)C(=O)c1csnn1 (centres undefined)	-1	95	-0.5	-6	-3	0	8	102	2
COc1ccc(OCc2cccc(C(=O)NN)c2)cc1	3	107	0.4	-8	4	-1	37	106	3
CCOc1ccccc1C(=O)N(Cc1ccc(C)o1)C1CCS(=O)(=O)C1 (centres undefined)	2	103	-2.6	8	-1	2	0	98	-1
CCCCOCCOCCOCCCC	x	87	x	-1	-3	0	2	97	2
COc1cc(OC)nc(NC(=O)NS(=O)(=O)c2ccc(F)cc2)n1	-5	92	-1.9	7	-4	-1	0	93	-2
COc1cc(/C=N\NC(=O)CNC(=O)C(c2ccccc2)c2ccccc2)ccc1O	-1	112	1.1	6	-5	3	3	101	5
O=C(CSc1nc2[nH]ncc2c(=O)n1-c1ccccc1)N1CCCCCC1	3	98	-0.1	-8	7	2	0	101	2
CC(C)C[C@@H]1CN=C(N)N1C[C@@H]1CCCN1C[C@H](C)N1C[C@@H](Cc2ccccc2)N(CCCC2CCCC2)C1=N	x	95	x	12	1	x	0	96	x
Cc1ccc2nc(NCCCNC(=O)c3cnccn3)c(C#N)cc2c1	5	109	0.3	7	8	19	1	94	19
CC(=O)Nc1ccc(NC(=O)c2nc(S(=O)(=O)Cc3ccccc3)ncc2Cl)cc1	-1	101	-0.6	11	-2	-2	0	98	7
COC(=O)c1ccccc1NC(=O)CN1CCN(c2ccccn2)CC1	-1	103	-0.8	-15	1	-2	5	98	7
O=C(Nc1cc([N+](=O)[O-])ccc1Cl)c1ccc2c(c1)OCO2	-3	107	2.2	-2	-2	0	0	98	6
CC(=O)Nc1ccc(OCC(O)Cn2nc(C)c(Br)c2C)cc1 (centres undefined)	3	100	-1.3	4	3	4	2	105	4
Cc1ccc(S(=O)(=O)N2CCC(C(=O)Nc3nnc(C4CCCC4)s3)CC2)cc1	5	98	-1.7	-2	4	2	0	100	5
CCOC(=O)N1CCN(C(=O)c2ccc(C)c(S(=O)(=O)N3CCCCC3)c2)CC1	4	x	-0.3	-4	-1	6	4	103	1
CC(=O)c1ccc(NC(=O)c2cc(C)no2)cc1	-1	101	-0.9	3	1	-2	0	107	1
O=C(Nc1nc(-c2ccc(F)cc2)cs1)C1CCN(C(=O)c2ccc(F)cc2)CC1	-5	85	-2.4	-9	5	-12	0	90	-9
O=C(Nc1ccnc(-c2cccnc2)n1)c1cccs1	-3	96	-0.3	-14	-4	-4	2	90	-5
Cn1c(=O)oc2cc(S(=O)(=O)N3CCC(C(=O)NCC4COc5ccccc5O4)CC3)ccc21 (centres undefined)	0	106	x	14	-1	6	0	109	2
CN(C)CCCOC(=O)c1ccccc1Cl	-4	96	-1.1	26	4	4	2	96	7
O=C(CSCc1ccccc1)N1CCN(c2ccc(F)cc2)CC1	-1	98	-1.3	2	-5	5	0	98	1
CN(Cc1ccccc1)C(=O)CN1C(=O)NC(C)(c2ccc(C(C)(C)C)cc2)C1=O (centres undefined)	0	95	-0.2	29	4	2	5	97	-1
Cc1ccc2nc(SCC(=O)Nc3ccc(C(N)=O)cc3)[nH]c2c1	-3	101	-0.8	11	-5	3	0	99	-2
COc1ccc(-c2noc(C3CCCN(C(=O)c4ccc(C)cc4)C3)n2)cc1 (centres undefined)	-1	96	3.2	11	2	3	0	93	6
